# Assay outcomes (PubChem BioAssay)
# PP1 inh: PP1-alpha phosphatase inhibitors, primary screen, counter-screen for PP5 inhibitor project, biochemical, fluorescence, OMFP substrate, single point | actives 0.9% (n = 320,000) | inhibition, % at 6.7 µM | purified PP1alpha;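 active = inhibition above the mean inhibition of all tested compounds plus 3 SD, computed separately for each screening campaign, cut at about 15% in these data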
# Target sequence (P62136 whole entry, looked up): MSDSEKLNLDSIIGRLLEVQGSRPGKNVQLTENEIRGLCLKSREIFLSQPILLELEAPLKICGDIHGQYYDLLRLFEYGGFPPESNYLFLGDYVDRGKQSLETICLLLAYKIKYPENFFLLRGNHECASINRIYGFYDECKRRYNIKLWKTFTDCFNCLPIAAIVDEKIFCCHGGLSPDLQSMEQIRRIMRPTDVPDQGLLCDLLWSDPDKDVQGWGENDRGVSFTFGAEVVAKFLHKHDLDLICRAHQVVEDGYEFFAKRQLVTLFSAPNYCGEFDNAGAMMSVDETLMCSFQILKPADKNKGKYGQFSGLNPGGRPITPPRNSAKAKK
# HCV core dimer: inhibitors of HCV core protein dimerization, primary screen, biochemical, TR-FRET, high-throughput; TR-FRET GST/Flag-core106 dimerization, 1536-well; inhibition, % at 5 µM; actives 0.33% (n = 300,000); AID 1899, 2009;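 active = inhibition above the mean of all tested compounds plus 3 SD, set per screening campaign, cut at about 45% in these data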
#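 Material: GST/Flag-tagged HCV core106 proteins. Incubation: 4 h, 22.5 °C incubation. Read-out basis: inhibition (%) from 671 over 617 nm ratio. Measured by: TR-FRET, excitation 340 nm, emission 617 and 671 nm.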
# PREPL inh: PREPL enzyme inhibitors, primary screen, biochemical, fluorescence polarization. Prolyl endopeptidase-like (Homo sapiens), Q4J6C6. recombinant PREPL, fluorescence polarization activity-based probe. inhibition, % at 5.96 µM. actives 0.68% (n = 320,000). AID 2751, 2010; in the data active = inhibition above about 43%;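 note: 0% = enzyme with DMSO and 100% = wells lacking enzyme; many of its hits are not listed in these tables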
# TPT1 inh: Candida albicans TPT1 enzyme inhibitors, primary screen, biochemical, fluorescence polarization | tRNA 2'-phosphotransferase TPT1 (Candida albicans SC5314) | recombinant caTPT1, FP RNA substrate dephosphorylation | inhibition, % at 5 µM | actives 0.81% (n = 300,000) | AID 1962, 2009;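 active = inhibition above the mean of all tested compounds plus 3 SD, set per screening campaign, cut at about 24% in these data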;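 note: plate controls were DMSO alone for no effect and ferristatin control at 100 nM for full effect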
# ZTA DNA inh: ZTA (EBV) inhibition in EBNA-1 counter-screen; P03206; ZTA-DNA binding, fluorescence polarization; inhibition, % at 11 µM; actives 0.15% (n = 320,000); in the data active = inhibition above about 33%
# CTSL1 counter: Fasciola hepatica cathepsin L1 inhibitors, primary screen, counter-screen for PFM18AAP inhibitor project, biochemical, QFRET, fluorogenic peptide substrate | recombinant F. hepatica cathepsin L1, Z-Leu-Arg-MCA fluorescence | inhibition, % at 5.96 µM | actives 0.49% (n = 300,000) | AID 1906, 2009;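 active = inhibition above the mean of all tested compounds plus 3 SD, set per screening campaign, cut at about 17% in these data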;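 note: 0% = plate median of test compound wells and 100% = 1 µM Z-Phe-Ala-diazomethylketone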
# PP5 primary: PP5 phosphatase inhibitors, primary screen, biochemical, fluorescence | Serine/threonine-protein phosphatase 5 (Homo sapiens), P53041 | purified PP5c, OMFP substrate fluorescence | inhibition, % at 6.7 µM | actives 0.18% (n = 320,000) | AID 1987, 2009;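 active = inhibition above the campaign's mean inhibition across all tested compounds plus 3 SD, cut at about 9.5% in these data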;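 note: 0% = DMSO only and 100% = 100 µM cantharidin control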
# Target sequence (P53041 whole entry, looked up): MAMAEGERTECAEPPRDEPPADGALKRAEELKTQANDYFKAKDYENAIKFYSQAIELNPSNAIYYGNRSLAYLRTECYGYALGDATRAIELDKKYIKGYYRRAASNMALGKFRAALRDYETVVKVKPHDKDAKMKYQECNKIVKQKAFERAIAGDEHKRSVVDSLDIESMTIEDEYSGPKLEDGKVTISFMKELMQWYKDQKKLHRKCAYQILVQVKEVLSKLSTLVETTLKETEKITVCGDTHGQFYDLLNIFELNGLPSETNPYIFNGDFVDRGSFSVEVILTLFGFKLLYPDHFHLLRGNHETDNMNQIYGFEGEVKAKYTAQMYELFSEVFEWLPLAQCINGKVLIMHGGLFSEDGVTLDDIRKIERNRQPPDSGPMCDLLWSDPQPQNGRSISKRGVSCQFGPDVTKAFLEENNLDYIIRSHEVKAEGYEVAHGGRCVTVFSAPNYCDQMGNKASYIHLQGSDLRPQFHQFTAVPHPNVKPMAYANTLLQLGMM
# EBNA-1 inhibitor: EBNA-1 DNA-binding inhibitors, primary screen, biochemical, fluorescence polarization; inhibition, % at 14.8 µM; AID 1950, 2009; actives 0.34% (n = 300,000); in the data active = inhibition above about 28%
# Efflux pump inh: inhibitors of Candida efflux pumps in yeast, primary screen, S. cerevisiae, Nile Red, multiplex; actives 0.44% (n = 330,000); inhibition, % at 10 µM; S. cerevisiae Candida pump triplex;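 active = plate passing quality check with inhibition over a set limit, or well fluorescence over plate mean plus 4 SD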;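 note: Nile Red retained in pooled yeast measured as flow cytometry median fluorescence; 0% = buffer negative control and 100% = Enniatin B positive control; higher means more Nile Red kept so more efflux inhibition; some compounds called inactive have numbers as strong as hits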
# An asterisk follows results filed as active.
SMILES	PP1 inh	HCV core dimer	PREPL inh	TPT1 inh	ZTA DNA inh	CTSL1 counter	PP5 primary	EBNA-1 inhibitor	Efflux pump inh
C/C(=N\NC(=O)c1ccccc1NC(=O)c1ccc(Cl)cc1)c1ccncc1	-2.5	-4.8	3.6	1.3	-6.2	4.0	0.7	8.3	-0.3
CC1(C)C(CO)=CC(=O)C2=C1SCC(=O)N2	-2.0	-11.7	11.1	-3.5	-23.9	-4.8	1.1	4.0	-0.1
O=C(Cc1cnc2ncnn2c1)N1CCc2c([nH]c3ccccc23)C1c1ccccn1 (centres undefined)	-0.1	1.5	8.1	0.2	-17.6	-1.0	1.9	-15.5	0.1
Cc1cc(OCc2nnc(SCC(=O)O)n2-c2ccccc2)ccc1Cl	2.0	4.8	-9.1	-0.1	13.7	2.7	-1.8	-4.8	-0.1
CCOC(=O)C1(Cc2cccc(F)c2)CCN(Cc2cnn(CC)c2)CC1	-10.3	2.3	1.6	-1.9	-10.4	2.8	-9.2	-7.8	-0.2
CCCOC1CCCN(C(=O)c2ccc(OC3CCN(C(=O)CCOC)CC3)cc2)C1 (centres undefined)	1.0	-1.3	-0.9	-2.2	11.5	0.9	-0.1	7.1	0.0
CC(C)CN(C(=O)CSc1nncn1-c1ccccc1)c1c(N)n(CC(C)C)c(=O)[nH]c1=O	-2.4	13.4	-2.2	-1.1	-4.8	-1.1	0.9	11.5	-0.2
COc1coc(C(O)C[N+](=O)[O-])cc1=O (centres undefined)	1.3	9.4	-3.3	-4.5	-5.0	-0.8	-0.7	-3.2	0.0
COc1ccc(CNC(=S)NCc2ccc(OC(C)C)cc2)cc1	-0.4	-1.3	6.3	-4.2	-31.6	-13.5	2.5	-1.6	0.0
NC(=O)CC(NC(=O)Cc1ccc(Br)cc1)c1ccc(NCCOc2ccccc2)c([N+](=O)[O-])c1 (centres undefined)	19.9*	11.9	-23.5	19.2	-22.7	-1.2	1.3	-4.2	0.0
CC(=O)Nc1ccc2c(CN3C(=O)NC(C)(c4ccc(C)cc4)C3=O)cc(=O)oc2c1 (centres undefined)	-0.4	-3.8	-19.4	0.4	-17.9	-2.9	3.3	-4.9	-0.1
CCOC(=O)N1CCC(NC(=O)c2cc3c(-c4ccc(Cl)cc4)nn(C)c3s2)CC1	-7.1	-1.6	-7.3	-1.3	-6.0	2.4	3.8	-5.2	0.1
COCc1cc(=O)[nH]c(/N=C(\N)Nc2ccc(C)cc2C)n1	-0.1	-0.7	-5.2	2.6	-10.0	-2.6	1.6	3.8	0.2
COc1ccc(NC(=O)CSc2nnc3ccc(-c4ccccn4)nn23)cc1	-4.4	0.4	-8.5	-3.1	-16.7	-2.4	-0.7	-13.7	0.1
O=C(Cc1ccc2c(c1)OCCO2)N1CCN(S(=O)(=O)c2cccc(C(F)(F)F)c2)CC1	-2.5	-6.8	80.9*	-1.6	-18.9	8.0	-9.8	-3.2	0.3
CC(C)(C)C(=O)NNC(=O)C1CC1(c1ccccc1)c1ccccc1 (centres undefined)	-2.5	7.6	0.0	-0.6	-6.5	-5.8	4.0	-1.6	-0.1
O=[N+]([O-])C1=CC=C2C(=NC3(CCCCC3)N2O)C1=NC1CCCCC1	-1.1	-1.6	4.7	-1.4	6.6	2.0	1.8	-12.7	0.1
N#Cc1ccc(Oc2cccnc2)cc1C#N	-0.6	-7.0	12.9	-2.6	-14.2	0.4	-6.5	0.5	-0.2
CC1CCCCC1NC(=O)c1cn(C)c2ccc(S(=O)(=O)N3CCOCC3)cc2c1=O (centres undefined)	-0.3	3.9	-6.6	0.4	3.7	-4.2	0.7	2.7	-0.1
CCCCn1c(N)c(N(CC(C)C)C(=O)c2oc3ccc(OCC)cc3c2C)c(=O)[nH]c1=O	-2.0	13.2	4.5	-0.3	-13.3	-0.3	2.1	-4.6	-0.2
Cc1c(C(=O)N2CCC(C(N)=O)CC2)sc(N)c1C#N	-2.5	-7.0	3.8	0.2	8.2	0.6	0.3	6.3	-0.1
O=[N+]([O-])c1ccc2c(c1)CNc1ccccc1O2	2.2	0.3	8.3	-2.8	3.6	0.8	-0.7	-3.1	0.0
Brc1ccc(-c2nnc(-c3ccc4c(c3)OCO4)o2)o1	2.1	5.4	-0.8	-3.1	5.7	1.9	2.1	-1.8	0.2
O=C(CSc1oc(-c2cccs2)nc1S(=O)(=O)c1ccccc1)NC1CCCCC1	-1.7	3.1	-50.2	6.9	4.0	-0.1	4.1	-3.0	0.2
Cc1ccc(CN2CCN(CC(=O)N/N=C/c3ccccc3F)CC2)cc1	1.9	-0.7	9.8	-0.8	-11.6	0.2	0.6	-4.1	0.1
COc1cc(/C=C2\N=C(c3ccccc3)OC2=O)ccc1OC(C)=O	-8.2	-6.1	8.9	3.3	-12.7	-6.7	2.6	-11.2	0.2
Cc1ccc(S(=O)(=O)N2CCN(C(=O)N(C)C)CC2)cc1C	0.5	-4.2	18.6	-2.0	8.4	6.0	-2.1	8.3	-0.1
CCOC(=O)C1CCC/C1=N\NC(=O)CN(c1cc(OC)ccc1OC)S(=O)(=O)c1ccccc1 (centres undefined)	-4.8	17.2	-10.1	1.6	12.3	-0.6	-1.7	0.8	0.0
Cc1cccc(N2C(=O)SC(SC(=Nc3ccccc3)Nc3ccccc3)C2=O)c1 (centres undefined)	1.1	23.0	2.6	-0.7	-9.0	4.6	5.2	-9.1	0.1
CC(C)(C)N1C(=O)c2ccc(C(=O)Nc3cc(C(=O)O)cc(C(=O)O)c3)cc2C1=O	0.7	6.4	7.0	-0.6	14.0	10.9	0.5	1.8	0.0

# Taken from above:
# `Cc1c(C(=O)N2CCC(C(N)=O)CC2)sc(N)c1C#N` in EBNA-1 inhibitor → 6.3
# `CC1(C)C(CO)=CC(=O)C2=C1SCC(=O)N2` in PREPL inh → 11.1

# (next part)
SMILES	PP1 inh	HCV core dimer	PREPL inh	TPT1 inh	ZTA DNA inh	CTSL1 counter	PP5 primary	EBNA-1 inhibitor	Efflux pump inh
COCc1cc(CN2CCN(CCCc3ccccc3)C(CCO)C2)ccc1OC (centres undefined)	-1.1	-0.9	-8.7	1.9	7.9	-0.8	2.4	2.0	0.1
COCCN(C(=O)CNC(=O)c1cccs1)C(C(=O)NC(C)(C)C)c1ccccc1 (centres undefined)	-1.4	-2.1	7.4	-1.1	-13.8	0.9	-1.0	-5.8	0.1
COc1cc(Oc2nc(C(F)(F)F)nc3ccccc23)ccc1C=O	1.8	2.4	-11.0	0.9	-5.4	-0.3	0.6	3.1	-0.1
O=C(Nc1ccc(F)cc1)c1cccc(C(=O)Nc2ccc(F)cc2)c1	-0.2	7.4	3.7	-0.7	10.2	-1.5	0.5	18.1	-0.1
COc1ccc(CN(C)C(=O)c2ccccc2Sc2ccccc2C#N)c(OC)c1	1.3	4.1	4.9	-0.9	3.3	-4.6	4.1	-5.5	-0.2
CC(C)N(Cc1cnn(C)c1)Cc1nc(COc2ccccc2)no1	-1.8	-1.3	3.3	-6.7	11.0	-2.4	0.2	14.2	0.0
COc1ccc(/C=C2\CCc3ccccc3C2=O)cc1O	0.1	16.5	39.6	0.1	-8.0	-0.6	4.4	-9.4	0.0
COC(=O)N/N=C/c1cc(OC)c(O)c([N+](=O)[O-])c1	0.2	-29.3	9.4	-3.9	-29.3	-0.7	1.0	1.4	0.0
CCN(CC)CCSc1nc2ccccc2n1Cc1ccccc1	0.8	-6.6	12.8	-0.6	-11.1	-0.1	-0.2	-7.6	-0.1
Cn1c(SCC(=O)N2CCN(C(=O)c3ccco3)CC2)nnc1-c1ccc(NS(C)(=O)=O)cc1	0.3	0.7	-3.1	-3.2	4.6	-2.9	3.5	-5.7	-0.1
CC1=C(C(=O)O)N2C(=O)C(NC(=O)c3nn(C)cc3[N+](=O)[O-])C2SC1 (centres undefined)	-2.9	-1.4	-8.5	1.7	7.0	0.6	-0.4	5.4	0.0
CCOc1ccc2[nH]c(=O)c(CN(CCO)C(=O)c3ccc(F)cc3)cc2c1	-3.9	-2.8	-6.3	1.1	-9.9	-2.8	0.5	-14.3	-0.1
Cc1cc(C)c2[nH]c(=O)c(CN(CC3CCCO3)C(=S)NCc3ccco3)cc2c1 (centres undefined)	3.7	1.1	-4.0	3.1	8.9	2.4	-2.5	-1.1	0.1
Cc1cc(OCCCCCNCCO)cc(C)c1Cl	1.3	-0.8	-8.8	-4.3	-5.0	-2.3	-0.2	-5.4	-0.1
Cc1ccccc1OCC(=O)NC(=S)Nc1ccc(N2CCOCC2)c(Cl)c1	0.1	-0.7	19.4	-0.4	5.3	4.6	1.0	23.5	0.1
CC(=O)Nc1nc(CC(=O)c2ccccc2)cs1	-0.8	-0.7	-7.2	0.9	10.9	-3.1	-1.0	5.2	-0.1
COCCCNC(=O)C1CCC(=O)N1Cc1ccccc1Cl (centres undefined)	-2.2	-2.5	6.0	8.1	-2.7	-3.8	-0.8	-5.0	0.1
O=C(NC(CC(=O)N1CCN(c2ccc([N+](=O)[O-])cc2)CC1)c1ccccc1)c1ccccc1Cl (centres undefined)	3.7	16.0	10.7	2.5	2.9	5.3	4.3	2.1	0.0
CCOCCCN1CC(C(=O)NCc2ccc3c(c2)OCO3)CC1=O (centres undefined)	-6.6	-1.4	2.9	2.1	-5.9	-0.3	1.3	-14.3	0.1
COC(=O)[C@@H]1C[C@@]2(O)[C@H](O)[C@H](O)[C@H](O)C[C@H]2N1Cc1ccc(C(F)(F)F)cc1	-2.1	0.5	6.1	2.9	-3.7	2.5	0.6	2.1	-0.1
COc1ccc(CCNC(=O)CNC(=O)c2ccccc2Br)cc1OC	-4.9	-3.2	-1.2	-0.6	-2.5	-3.7	0.1	1.8	-0.1
CCc1ccc(S(=O)(=O)Nc2cccc(-c3ccc4nncn4n3)c2)s1	0.9	0.6	-7.0	4.3	-9.2	-4.4	3.3	-1.9	0.1
COC(=O)c1ccsc1NC(=O)CSc1nnnn1Cc1ccccc1	0.4	16.1	-21.4	0.6	10.9	2.1	-0.3	2.9	0.0
Cc1nn(C(C)C(=O)NCCCN2CCCCC2C)c(=O)c2c1sc1ccccc12 (centres undefined)	2.4	4.1	1.6	0.7	3.6	-2.7	1.7	7.0	0.1
O=C(CN1C(=O)c2cccnc2Oc2ccc(Cl)cc21)NC1CCCCC1	-4.9	-2.1	-3.7	0.7	-3.5	1.4	0.8	-2.4	-0.1
Cc1nnc(NC(=O)c2cccc(F)c2)s1	1.5	2.0	6.1	2.4	1.5	1.4	0.8	-3.4	-0.1
CCC(C)Sc1cc(C)c(C#N)c2nc3ccccc3n12 (centres undefined)	0.6	10.9	3.5	-3.1	9.3	2.4	0.5	12.1	0.0

# An excerpt from above, limited to ZTA DNA inh:
SMILES	ZTA DNA inh
COC(=O)c1ccsc1NC(=O)CSc1nnnn1Cc1ccccc1	10.9
Cc1nn(C(C)C(=O)NCCCN2CCCCC2C)c(=O)c2c1sc1ccccc12 (centres undefined)	3.6

# A portion of the library; rates above refer to the full screens.
